Source: PubChem (several laboratories)
GPR55 LPI antagonism: GPR55 antagonists blocking LPI-driven arrestin recruitment, primary screen, imaging, U2OS, beta-arrestin-GFP, LPI agonist (AID 2013). U2OS GPR55 beta-arrestin-GFP translocation imaging, LPI antagonism; higher % means a stronger effect. inhibition, % at 10 µM; hits with a dose series show IC50 in µM. hit rate 0.13% among 290,000;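 active means spots per cell inhibited over 60%, with over 100 cells counted and total cytoplasm intensity under 500,000; inconclusive means wells with under 100 cells, flagged as likely toxic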;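 further: U2OS cells stably carrying GPR55 and arrestin-GFP stimulated by 5 µM LPI near EC80; imaged beta-arrestin-GFP aggregate spots per cell after agonist stimulation; plate controls were LPI-stimulated DMSO wells for no effect and DMSO wells without LPI for full effect; some results filed as inactive read as strong as hits; confirmed hits need IC50 under 10 µM and bright autofluorescent wells are also inconclusive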
SV40 large T antigen: TAg ATPase/helicase activity blockers – biochemical (AID 1903) | SV40 large T antigen ATPase/helicase inhibition assay; higher % means a stronger effect | inhibition, % at 20 µM, or IC50 in µM where a hit was titrated | hit rate 0.39% among 310,000; in the data active means a potency from the dose series; inconclusive means inhibition mostly from about 32% at the one dose, without a potency; inactive means the rest, 99 in 100 with inhibition below about 32%; further: strong numbers were not always called active
Rac1 GTP hydrolysis: MgcRacGAP GTPase-activating activity inhibitors, confirmation, biochemical, ADP Hunter fluorescence; MgcRacGAP-stimulated Rac1 GTP hydrolysis, ADP Hunter fluorescence; higher % means a stronger effect; GST-tagged Rac1 F28L mutant substrate; inhibition, % at 30 µM; hits with a dose series show IC50 in µM; hit rate 0.6% among 340,000; AID 624330;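 active means first-screen hits whose inhibition reached a set limit at any dose in the follow-up dose series; inconclusive means inhibition above the set first-screen limit but never retested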;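 further: fluorescence reports GDP produced by GAP-driven GTP hydrolysis; strong numbers were not always called active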
NS5 inhibitors: Dengue-2 NS5 methyltransferase inhibitors, primary screen, biochemical, confirmation dose response (AID 588689); hit rate 0.3% among 340,000; Dengue-2 NS5 methyltransferase capping enzyme assay, biochemical; higher % means a stronger effect; one-dose inhibition, % at 25 µM; IC50 in µM for titrated hits; in the data active means a potency from the dose series; inconclusive means inhibition above about 29% without an active follow-up result
GPR35 antagonists: inhibition of zaprinast-stimulated GPR35 beta-arrestin translocation – imaging, U2OS, beta-arrestin-GFP, zaprinast agonist, primary screen (AID 2058). U2OS GPR35 beta-arrestin-GFP translocation imaging, zaprinast antagonism; higher % means a stronger effect. inhibition, % at 10 µM, or IC50 in µM where a hit was titrated. hit rate 0.052% among 290,000;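 active means inhibition of at least 50% with at least 30 cells and total cytoplasm GFP at most 10,000,000; inconclusive means under 30 cells or total GFP of 10,000,000 plus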
NTR1 agonist: NTR1-driven beta-arrestin-GFP spot formation – imaging, U2OS cells, high content, primary screen (AID 493036) | P30989 | agonist mode | activation, % at 20 µM | hit rate 0.17% among 330,000;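 active means activation at or above 40% of the spot to cytoplasm intensity ratio, with at least 20 cells analyzed; inconclusive means wells under 20 cells, flagged as cytotoxic or low count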;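 further: 0% = DMSO without peptide and 100% = 100 nM NTR1 peptide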
Target sequence (P30989 whole entry, looked up): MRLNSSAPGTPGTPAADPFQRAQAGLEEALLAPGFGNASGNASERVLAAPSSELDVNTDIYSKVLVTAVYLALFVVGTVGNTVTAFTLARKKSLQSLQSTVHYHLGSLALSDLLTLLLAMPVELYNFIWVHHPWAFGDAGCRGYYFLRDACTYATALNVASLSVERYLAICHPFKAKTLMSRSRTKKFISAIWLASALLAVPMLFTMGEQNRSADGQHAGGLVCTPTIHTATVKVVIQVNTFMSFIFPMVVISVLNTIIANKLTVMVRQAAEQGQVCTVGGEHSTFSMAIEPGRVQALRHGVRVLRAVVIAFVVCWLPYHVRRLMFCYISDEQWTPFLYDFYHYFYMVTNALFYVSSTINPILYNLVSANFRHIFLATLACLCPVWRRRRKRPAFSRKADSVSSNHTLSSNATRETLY
GPR55 activation: selective activators of receptor GPR55 – imaging, U2OS cells, beta-arrestin-GFP redistribution, primary screen (AID 1961); activation, % at 10 µM; hits with a dose series show EC50 in µM; U2OS GPR55 beta-arrestin-GFP redistribution imaging; higher % means a stronger effect; hit rate 0.048% among 290,000;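 active means activation above 40% with more than 50 cells counted in the well; inconclusive means wells holding fewer than 50 cells, flagged as toxic or sparse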;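 further: U2OS osteosarcoma cells stably expressing GPR55 and beta-arrestin-GFP; plate controls were DMSO negative control for no effect and LPI positive control for full effect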
Yfh1-depleted yeast: enhancers of respiration in Yfh1-depleted yeast, dose response, Friedreich's ataxia, plus single-dose screen (AID 1465) | S. cerevisiae Yfh1-off respiration, WST-1 reduction, 72 h; higher fold induction means a stronger effect | fold induction at 50 µM; hits with a dose series show EC50 in µM | hit rate 0.074% among 220,000;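 active means fold induction of absorbance versus untreated yeast above a set limit, then at least 30% activation at any dose in follow-up; inconclusive means repeats straddling the limit, or above it without dose testing; inactive means fold induction below the set limit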;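 further: activators that raise dye reduction in frataxin-depleted yeast; strong numbers were not always called active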
AID2073: disruptors of CaV2.2 binding to Mint1 – biochemical, HTRF (AID 2073); HTRF protein-protein interaction, Mint1-CaV2.2; higher % means a stronger effect; inhibition, % at 20 µM; hits with a dose series show IC50 in µM; hit rate 0.19% among 290,000; in the data active means inhibition mostly above about 51%, no sharp cut-off; inconclusive means no clear call, values can overlap the other calls; inactive means mostly below about 53%; further: some results filed as inactive read as strong as hits
NTR1 agonist cell count 20 µM: further read-out of NTR1 agonist, marked with its call; cell count; measured here: cell count, cytotoxicity flag
NS5 inhibitors pilot replicate: second read-out of NS5 inhibitors, no call of its own (marks repeat the call); inhibition, %; measured here: pilot screen replicate inhibition
Starred values were filed as active, the others as inactive; i = inactive; ? = inconclusive; . = not tested or not shown.

SMILES	GPR55 LPI antagonism	SV40 large T antigen	Rac1 GTP hydrolysis	NS5 inhibitors	GPR35 antagonists	NTR1 agonist	NTR1 agonist cell count 20 µM	GPR55 activation	Yfh1-depleted yeast	AID2073	others
Cc1sc(NC(=S)NC(=O)c2ccc(C(C)(C)C)cc2)c(C#N)c1C	-7%	9%	15%	-8%	-6%	15	46	0.2%	i	0%
O=C(NCc1ccc(F)cc1)c1cccc2c1C(=O)N(Cc1cccnc1)C2	15%	13%	-2%	-5%	5%	-0.6	90	0.2%	i	8%
O=C(O)c1ccc2c(c1)C(=O)/C(=C\c1ccco1)C2=O	18%	27%	89µM*	12µM*	-25%	0.1	78	0.5%	i	64%
Cc1nc2c(ccc3c2ccc2nc(C)sc23)s1	-11%	7%	.	.	9%	0.1	50	0.0%	i	8%
CCC(CC)C(=O)OCC(=O)NC12CC3CC(CC(C3)C1)C2	-5%	-11%	4%	-4%	0%	1.8	76	-0.1%	i	-4%
Cc1cccc(NC(=S)NCc2cccs2)c1C	-2%	19%	0%	-5%	20%	-1.3	73	-0.1%	i	-2%
Cc1cc(-n2nc(C)cc2C)nc(N)n1	-10%	3%	6%	1%	-2%	-1.2	56	-0.1%	i	4%
CCn1c(SCC(=O)NCCc2ccccc2)nnc1-c1ccco1	-6%	-1%	12%	-5%	5%	0.4	41	-0.2%	i	0%
COc1ccc(CN=C2Nc3ccccc3CS2)cc1	2%	5%	8%	-23%	2%	2.2	83	1.4%	i	3%	NS5 inhibitors pilot replicate=-1.2
COCCCNC(=O)CN1CCN(Cc2ccc(Cl)cc2)C1=O	-3%	14%	10%	-1%	8%	-0.6	91	-0.1%	i	-2%

Brought forward from above: 6 entries; new compounds follow.
SMILES	GPR55 LPI antagonism	SV40 large T antigen	Rac1 GTP hydrolysis	NS5 inhibitors	GPR35 antagonists	NTR1 agonist	NTR1 agonist cell count 20 µM	GPR55 activation	Yfh1-depleted yeast	AID2073	others
CCC(CC)C(=O)OCC(=O)NC12CC3CC(CC(C3)C1)C2	-5%	-11%	4%	-4%	0%	1.8	76	-0.1%	i	-4%
Cc1cccc(NC(=S)NCc2cccs2)c1C	-2%	19%	0%	-5%	20%	-1.3	73	-0.1%	i	-2%
Cc1cc(-n2nc(C)cc2C)nc(N)n1	-10%	3%	6%	1%	-2%	-1.2	56	-0.1%	i	4%
CCn1c(SCC(=O)NCCc2ccccc2)nnc1-c1ccco1	-6%	-1%	12%	-5%	5%	0.4	41	-0.2%	i	0%
COc1ccc(CN=C2Nc3ccccc3CS2)cc1	2%	5%	8%	-23%	2%	2.2	83	1.4%	i	3%	NS5 inhibitors pilot replicate=-1.2
COCCCNC(=O)CN1CCN(Cc2ccc(Cl)cc2)C1=O	-3%	14%	10%	-1%	8%	-0.6	91	-0.1%	i	-2%
CC1CC(C)CN(C(=O)COC(=O)c2ccc[nH]c2=O)C1 (stereo not drawn)	-13%	4%	9%	-6%	6%	-0.6	55	0.2%	i	5%
COc1ccc(NC(=O)c2cc(-c3cccs3)on2)cc1	3%	7%	9%	-8%	-15%	-0.5	61	0.4%	.	13%
COc1cccc(-c2nc(N3CC(C)CC(C)C3)c3ccccc3n2)c1O (stereo not drawn)	1%	7%	6%	2%	11%	15	60	0.3%	.	3%
Cc1cc(Cl)ccc1NC(=O)C1COc2ccccc2O1 (stereo not drawn)	-7%	0%	6%	-5%	7%	-0.4	52	-0.1%	.	0%
c1csc(-c2nc3nc4ccccc4nc3n2Cc2ccc3c(c2)OCO3)c1	2%	10%	14%	3%	-6%	5.7	57	-0.1%	i	4%
CCOCC(O)CS(=O)Cc1ccccc1 (stereo not drawn)	-11%	11%	1%	-1%	-3%	0.1	64	0.2%	i	3%
CCn1c(=O)cc(SCC(=O)NCCCN2CCC(C)CC2)c2ccccc21	7%	5%	11%	-1%	8%	-0.3	84	-0.2%	i	5%
Cn1c(=O)c2nc(NCc3ccccc3)cnc2n(C)c1=O	0%	18%	2%	4%	3%	1.7	43	0.3%	.	16%
O=C(CS(=O)CC(=O)N(CC(=O)NC1CCCC1)C1CCCCC1)Nc1ccc(F)cc1 (stereo not drawn)	8%	-2%	4%	-8%	13%	-2.1	61	-0.3%	i	-10%
Cc1cccc(NCc2nnc(-c3ccccc3)o2)c1C	10%	10%	11%	-9%	5%	-0.8	62	-0.1%	i	-5%
CSCC(=O)N1CCC(CCC(=O)NC2CC2)CC1	4%	9%	-19%	1%	-1%	-0.2	87	0.6%	.	-4%
COc1cccc(CNC(=O)c2ccc(C)c(S(=O)(=O)N3CCCCC3)c2)c1	.	15%	5%	-6%	.	-0.1	54	.	.	.
COc1ccc(N2C(=O)c3ccc(C(=O)Nc4ccccc4O)cc3C2=O)cc1	11%	7%	3%	-1%	3%	0.6	56	-0.1%	.	10%
O=C(CN1CCC(O)(c2ccc(F)cc2)CC1)NCc1ccc(F)cc1	-1%	11%	-3%	3%	3%	0.7	45	-0.2%	i	-2%
Cc1cc(Cl)ccc1C(=O)C1CCCN(C(=O)c2cccc(N3CCCC3=O)c2)C1 (stereo not drawn)	10%	10%	5%	3%	-11%	0.8	60	-0.2%	.	14%
Cc1nc(SCC(=O)Nc2ccccn2)n[nH]1	4%	5%	-2%	-4%	4%	-1.6	47	-0.6%	i	-5%
CCOC(=O)c1cnc(-c2ccccc2)nc1-c1ccccc1	8%	-4%	9%	-4%	6%	2.7	48	-0.6%	i	-9%
CC1=NCCN1CCNC(=O)Nc1cc(C)cc(C)c1	-2%	9%	.	.	10%	-0.8	41	-0.1%	i	-1%
CCCC(=O)C1=C(c2ccccc2)C(C#N)(C#N)C(C#N)=C1N	11%	20%	18%	?	-1%	-1.5	77	0.2%	i	-12%
BrC(=C\c1ccccc1)/C=N/N1CCN(c2ccccc2)CC1	0%	7%	7%	2%	3%	-0.5	61	-0.1%	i	20%

A section from further up, as a working copy:
SMILES	GPR55 LPI antagonism	SV40 large T antigen	Rac1 GTP hydrolysis	NS5 inhibitors	GPR35 antagonists	NTR1 agonist	NTR1 agonist cell count 20 µM	GPR55 activation	Yfh1-depleted yeast	AID2073	others
CCCC(=O)C1=C(c2ccccc2)C(C#N)(C#N)C(C#N)=C1N	11%	20%	18%	?	-1%	-1.5	77	0.2%	i	-12%
BrC(=C\c1ccccc1)/C=N/N1CCN(c2ccccc2)CC1	0%	7%	7%	2%	3%	-0.5	61	-0.1%	i	20%

More results
SMILES	GPR55 LPI antagonism	SV40 large T antigen	Rac1 GTP hydrolysis	NS5 inhibitors	GPR35 antagonists	NTR1 agonist	NTR1 agonist cell count 20 µM	GPR55 activation	Yfh1-depleted yeast	AID2073	others
CCC(C)(C)n1nnnc1CN1CCc2ccccc21	53%	20%	6%	2%	3%	1.6	72	-0.1%	i	-3%
C/C(CC(=O)Nc1ccc(Cl)c(C(F)(F)F)c1)=N\NC(=O)c1cnccn1	3%	6%	5%	3%	-11%	-2.4	64	0.3%	.	9%
CCSc1ccccc1C(=O)NCCCn1ccnc1	-9%	-5%	2%	-9%	2%	-1.9	80	0.2%	i	-10%
CC(C)N1C(=O)C2(OCCCO2)c2cc(Br)ccc21	2%	3%	20%	.	-9%	-0.2	64	0.1%	.	10%
O=C(Nc1cccc(Cl)c1Cl)c1ccccc1NC(=O)C1CC=CCC1C(=O)O (stereo not drawn)	2%	11%	4%	-11%	14%	-0.8	61	-0.1%	.	49%
CSCCC(NS(=O)(=O)c1ccc(Br)cc1)C(=O)OCC(=O)NC1CC1 (stereo not drawn)	-2%	-1%	7%	-6%	-8%	1.9	55	-0.5%	i	-8%
CCn1c(SCC(=O)NCc2cccs2)nnc1-c1ccco1	3%	-4%	9%	-3%	-2%	-2.6	84	-0.2%	i	-4%
CN1C(=O)C(=O)/C(=C(/O)c2ccc(Br)cc2)C1c1ccc(F)cc1 (stereo not drawn)	5%	18%	0%	-9%	-14%	-0.1	71	0.8%	.	20%
Nc1nonc1C(=O)N/N=C/c1ccc(Br)o1	11%	8%	6%	-5%	1%	2.7	32	-0.2%	i	5%
COc1ccc(C(C)=O)cc1Cn1nnc(-c2ccccc2Br)n1	2%	13%	10%	5%	4%	0.3	71	-0.3%	.	10%

Structural class, the entries above containing a COOH group.
SMILES	GPR55 LPI antagonism	SV40 large T antigen	Rac1 GTP hydrolysis	NS5 inhibitors	GPR35 antagonists	NTR1 agonist	NTR1 agonist cell count 20 µM	GPR55 activation	Yfh1-depleted yeast	AID2073	others
O=C(O)c1ccc2c(c1)C(=O)/C(=C\c1ccco1)C2=O	18%	27%	89µM*	12µM*	-25%	0.1	78	0.5%	i	64%
O=C(Nc1cccc(Cl)c1Cl)c1ccccc1NC(=O)C1CC=CCC1C(=O)O (stereo not drawn)	2%	11%	4%	-11%	14%	-0.8	61	-0.1%	.	49%

Continued.
SMILES	GPR55 LPI antagonism	SV40 large T antigen	Rac1 GTP hydrolysis	NS5 inhibitors	GPR35 antagonists	NTR1 agonist	NTR1 agonist cell count 20 µM	GPR55 activation	Yfh1-depleted yeast	AID2073	others
CC(C)C(NC(=O)c1ccccc1NC(=O)c1ccco1)C(=O)NNC(=O)c1ccncc1 (stereo not drawn)	-8%	15%	1%	-7%	-3%	-1.0	42	0.4%	i	4%
O=C1CSC(=Nc2cccc(C(=O)O)c2)N1	-1%	24%	12%	1%	2%	0.0	58	0.3%	.	7%
CC(C)C(NC(=O)OCc1ccccc1)C(=O)N1CCOCCOCCOCC1 (stereo not drawn)	5%	1%	10%	-3%	2%	-0.9	44	0.4%	i	3%
CCCCN1C(Nc2ccccc2)=NC[C@@H]1C	.	6%	7%	-2%	.	-0.8	76	.	.	.
O=C(/C=C/c1ccc(Br)o1)Nc1nnc(C2CC2)s1	2%	19%	.	.	16%	-0.2	56	-0.2%	i	54%
O=C(NC(=S)Nc1ccc(Cl)cc1)c1ccccc1	7%	8%	7%	3%	9%	5.0	77	0.3%	i	-15%
CCc1ccc(Sc2cc(C(=O)NCCN3CCOCC3)c3ccccc3n2)cc1	9%	6%	-5%	1%	-6%	-1.0	31	0.1%	i	4%
COc1cc2c3c(c1)/C(=C1/SC(=S)NC1=O)C(=O)N3C(C)(C)C=C2C	-15%	6%	14%	4%	-13%	3.3	78	0.1%	i	-5%
